Bioassay records from PubChem BioAssay.
SRC3 inh: inhibits human SRC3 coactivator | inhibition, % at 3.6 µM | HEK293 GAL4-SRC3 luciferase reporter, luminescence | hit rate 0.17% among 360,000 | AID 588352 | Q9Y6Q9;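 active = inhibition above a per-campaign cutoff, the mean of all compounds plus 3 SD, cut at about 60% in these data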;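 also: 0% = DMSO-treated cells and 100% = gossypol-treated cells at 36 µM; higher means less SRC3-driven luciferase light from the GAL4 reporter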
TLR9-MyD88 inh: TLR9-MyD88 interaction inhibition | CHO BLA complementation TLR9-MyD88, CCF4 FRET ratio | inhibition, % at 4.98 µM | hit rate 0.21% among 340,000;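 active = inhibition above the mean over all tested compounds plus 3 SD, cut at about 21% in these data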;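 also: 0% = DMSO only wells and 100% = clavulanate BLA inhibitor control wells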
Target sequence (Q99836 whole entry, looked up): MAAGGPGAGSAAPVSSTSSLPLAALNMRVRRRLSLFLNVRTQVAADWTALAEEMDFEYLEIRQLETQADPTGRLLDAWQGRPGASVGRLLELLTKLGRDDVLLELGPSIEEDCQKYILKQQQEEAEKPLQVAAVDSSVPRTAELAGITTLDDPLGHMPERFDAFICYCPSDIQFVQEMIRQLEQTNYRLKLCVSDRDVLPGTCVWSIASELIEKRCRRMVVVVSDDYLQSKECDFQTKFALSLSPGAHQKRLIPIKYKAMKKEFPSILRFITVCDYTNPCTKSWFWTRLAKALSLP
Target sequence (Q9NR96 whole entry, looked up): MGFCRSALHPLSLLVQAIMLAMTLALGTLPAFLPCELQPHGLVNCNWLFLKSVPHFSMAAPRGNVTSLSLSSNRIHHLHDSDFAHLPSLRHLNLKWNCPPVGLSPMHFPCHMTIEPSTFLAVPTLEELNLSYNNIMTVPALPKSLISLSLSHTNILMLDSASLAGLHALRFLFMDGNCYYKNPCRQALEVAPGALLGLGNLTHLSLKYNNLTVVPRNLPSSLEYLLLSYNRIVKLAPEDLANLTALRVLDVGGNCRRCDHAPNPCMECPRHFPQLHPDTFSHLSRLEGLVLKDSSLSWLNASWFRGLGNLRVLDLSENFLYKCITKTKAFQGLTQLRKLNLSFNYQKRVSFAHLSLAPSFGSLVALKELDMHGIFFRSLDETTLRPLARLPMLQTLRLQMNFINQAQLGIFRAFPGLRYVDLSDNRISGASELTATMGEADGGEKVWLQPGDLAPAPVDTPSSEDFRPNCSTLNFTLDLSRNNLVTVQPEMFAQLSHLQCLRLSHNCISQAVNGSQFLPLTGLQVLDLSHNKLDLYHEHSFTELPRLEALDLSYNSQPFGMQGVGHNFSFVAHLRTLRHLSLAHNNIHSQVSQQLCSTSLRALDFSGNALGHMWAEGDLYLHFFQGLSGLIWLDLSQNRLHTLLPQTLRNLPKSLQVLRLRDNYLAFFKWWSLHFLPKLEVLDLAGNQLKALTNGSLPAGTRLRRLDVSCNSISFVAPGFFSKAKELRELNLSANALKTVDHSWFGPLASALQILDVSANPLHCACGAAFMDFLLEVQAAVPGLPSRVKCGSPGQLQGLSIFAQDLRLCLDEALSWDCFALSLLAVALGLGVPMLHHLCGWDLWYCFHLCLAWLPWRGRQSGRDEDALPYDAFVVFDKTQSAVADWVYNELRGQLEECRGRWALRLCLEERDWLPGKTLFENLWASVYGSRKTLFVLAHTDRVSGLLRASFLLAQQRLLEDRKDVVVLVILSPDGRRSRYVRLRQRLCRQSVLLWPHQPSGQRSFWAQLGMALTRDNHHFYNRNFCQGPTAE
TROY signal inh: blocks TROY-dependent signaling in reporter cells; Q293 LMP1-TROYcd NF-kB luciferase reporter, 4 h; inhibition, % at 10 µM; hit rate 0.98% among 360,000;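 active = compounds whose plate-normalised and pattern-corrected inhibition of the luciferase reporter signal at the single screening dose is 50% or more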
NR2F2 inh: NR2F2 (human) inhibition, primary screen. P24468. HEK293T NGFI-A luciferase reporter, luminescence. inhibition, % at 8.6 µM. hit rate 0.7% among 370,000. AID 686940;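 active = inhibition above a per-plate cutoff, mean inhibition of test wells between control levels plus 3 SD, cut at about 38% in these data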;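 also: cells cotransfected with COUP-TFII expression vector driving the NGFI-A reporter; 0% = median of COUP-TF2 test wells and 100% = reporter-only cells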
TRAIL sens C8: sensitizes caspase-8 expressing cells to TRAIL. NB7+C8 cells + TRAIL, ATPlite viability luminescence. inhibition (viability loss, TRAIL sensitization), % at 10 µM. hit rate 1% among 360,000;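 active = compounds causing at least 50% loss of cell viability in the single-dose screen, relative to plate controls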
LRH-1 inv ag: inverse agonists of human LRH-1 (NR5A2). AID 602396. O00482. hit rate 0.13% among 360,000. inhibition, % at 3.6 µM. HEK293T StAR-luciferase reporter, LRH-1 transfected, 24 h;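 active = inhibition above the mean inhibition of all tested compounds plus 3 SD, cut at about 73% in these data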;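 also: 0% = DMSO wells and 100% = reporter-only cells lacking LRH-1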
Vif inh: HIV Vif inhibition; inhibition, % at 7.49 µM; HEK293T cells, Vif self-association by quenched fluorescence, imaging, 24 h; hit rate 0.35% among 340,000; in the data active = inhibition above about 50%, passing the limit was not always enough; also: some results filed as inactive read as strong as hits
NCOA1 inh: inhibits human SRC1 coactivator; Q15788; HEK293 GAL4-SRC1 luciferase reporter, luminescence; inhibition, % at 3.6 µM; hit rate 0.12% among 360,000; AID 588354;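 active = inhibition above the campaign mean plus 3 SD, with each screening campaign given its own cutoff, cut at about 60% in these data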;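 also: 0% = DMSO treated cells and 100% = gossypol at 36 µM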
EBV LMP1 NFkB: Epstein-Barr LMP1 NF-kappaB reporter inhibition; inhibition, % at 12.5 µM; LMP1-induced NF-kappaB luciferase reporter cells, luminescence; hit rate 0.69% among 350,000; in the data active = inhibition above about 41%;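 also: 0% = neutral control wells and 100% = reference inhibitor control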
NOD2-RIPK2 inh: NOD2-RIPK2 protein interaction inhibition | O43353 | CHO BLA complementation NOD2-RIPK2, CCF4 ratio | inhibition, % at 4.98 µM | hit rate 0.38% among 360,000; in the data active = inhibition above about 21%;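 also: 0% = vehicle only and 100% = reference blocker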
NCOA2 inhibitor: human SRC2 (NCOA2) inhibition. hit rate 0.17% among 370,000. Q15596. HEK293 GAL4-SRC2 luciferase reporter, luminescence. inhibition, % at 9 µM. AID 651957;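 active = inhibition above the mean inhibition of all tested compounds plus 3 SD, set per campaign, cut at about 52% in these data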;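 also: 0% = DMSO treated cells and 100% = cells given Gossypol at 36 µM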
Active calls of the source: *; / = no result given. These rows are one share of the data; the hit share may differ from the screen's.

smiles,TROY signal inh,TLR9-MyD88 inh,NCOA1 inh,TRAIL sens C8,NCOA2 inhibitor,LRH-1 inv ag,NOD2-RIPK2 inh,Vif inh,SRC3 inh,EBV LMP1 NFkB,NR2F2 inh
COc1ccc(NS(=O)(=O)c2cc(NC(=O)c3nc4nc(C)cc(C)n4n3)ccc2C)cc1,-8.6,9.0,-1.0,-10.9,-35.0,10.1,-15.9,-1.6,9.5,-22.2,10.1
O=C(O)CCC(=O)Nc1ccc(N2CCCCCC2)cc1,6.0,4.7,2.0,3.6,28.4,19.2,-11.8,0.6,6.5,10.8,2.9
CCN(CC)c1ccc(/C=C(\C#N)C(=O)NCc2ccccc2)cc1,-27.3,2.5,18.2,2.6,/,18.3,20.4,-9.4,14.9,9.5,/
COc1cccc(NC(=S)NC(=O)c2cccnc2)c1,-36.0,-1.6,-10.4,-8.3,-12.7,-4.8,-6.2,-0.3,-8.2,-11.5,5.3
CCn1cc(S(=O)(=O)NC(C)c2cc(OC)ccc2OC)cn1 (stereo unspecified),6.5,-15.7,-70.8,-7.3,3.8,-5.3,-2.5,0.2,-8.6,5.0,-7.5
CC(C)[C@H](NC(=O)OCc1ccccc1)C(=O)NC(C=O)Cc1ccccc1 (stereo partly specified),2.9,1.4,-3.2,-1.2,/,-6.2,3.1,0.4,15.6,2.5,/
COc1ccc(-[n+]2c(C)cc(/C=C3\Sc4ccccc4N3C)cc2C)cc1,29.3,8.2,70.7*,3.4,-88.5,98.4*,-0.3,-2.5,74.5*,-7.4,82.3*
COc1cc(Br)c(Br)c(Br)c1N,-1.4,-0.8,-11.4,-6.0,-3.0,3.3,-1.6,3.7,17.1,5.1,-5.8
O=C(C1CCC(=O)N1Cc1cccnc1)N1CCN(c2ccc(F)cc2)CC1 (stereo unspecified),9.1,-2.1,-4.1,2.0,-12.9,4.1,-5.0,-0.8,15.3,-12.0,0.0
COC(=O)[C@H](CCSC)NC(=O)NCCc1ccccc1F,-7.7,-7.7,-22.6,0.2,-8.2,4.5,-8.2,12.2,0.0,-7.6,-5.7
O=C(Nn1cnnc1)c1ccc(F)c(S(=O)(=O)N2CCCCC2)c1,-0.5,-0.7,2.4,1.4,17.1,10.9,5.9,-5.0,21.4,11.6,-3.1
CC(=O)Nc1sc2c(c1-c1nc3ccccc3s1)CN(C(C)C)CC2,12.2,-7.1,48.5,53.6*,-435.6,65.2,9.8,-13.5,27.4,-2.8,-33.9
O=C(Nc1cccc(S(=O)(=O)N2CCOCC2)c1)c1cc(S(=O)(=O)N2CCOCC2)c(Cl)cc1Cl,16.6,10.7,-6.3,14.4,5.7,-27.4,-4.4,12.8,-6.2,7.2,16.2
Cc1ccc(S(=O)(=O)N(C)C[C@H]2Oc3cc(Br)ccc3S(=O)(=O)N([C@H](C)CO)C[C@@H]2C)cc1,-15.6,1.9,-6.4,4.0,9.2,-14.0,3.5,-17.9,-10.3,-3.6,19.1
O=C(Nn1cnnc1)c1ccccc1F,-5.0,3.0,-15.0,-13.9,-0.2,4.5,-3.5,-4.6,-12.2,-17.0,4.4
C=C(C)CSc1nc2c(c(=O)[nH]c(=O)n2C)n1CCC(C)C,22.1,0.3,-2.1,7.6,5.8,5.4,2.5,-19.5,-13.5,-0.8,1.8
COCc1nnc(NC(=O)CSc2ccccc2)s1,-16.5,-2.5,-17.5,10.4,-16.8,-4.8,-4.4,9.4,-0.5,10.0,16.1
CCCc1cc(=O)oc2c3c(cc(OCC(=O)N[C@@H](CSC)C(=O)O)c12)OC(C)(C)CC3,-12.6,-3.2,-14.7,-17.0,-9.6,-1.2,-3.0,10.4,-2.1,-6.6,-8.7
CC(=O)N1N=C(c2ccccc2)CC1c1cccs1 (stereo unspecified),9.8,-0.5,-50.9,1.8,3.8,-6.8,-7.2,5.7,-3.8,-5.8,-8.2
Cc1ccc(-n2c(-c3cccnc3)n[nH]c2=S)c(C)c1,1.1,1.3,10.6,-7.1,9.4,-3.1,-5.8,-12.4,15.1,4.9,-5.3
CCN(c1cccc(C)c1)S(=O)(=O)c1cc2c3c(c1)CCN3C(=O)CC2,8.3,6.1,1.5,-10.1,6.4,-2.4,1.7,18.3,-6.9,-1.2,-12.1
Cc1noc(C)c1C(=O)NC(C)c1ccc2c(c1)OCO2 (stereo unspecified),1.6,0.8,-6.4,-12.2,-7.5,-3.6,3.8,1.2,-4.3,3.5,21.5
COc1ccccc1-c1nnc(N)s1,-17.8,-10.7,13.9,2.1,-2.5,-3.9,-4.5,-1.0,0.2,1.7,13.6
COCCNC(=O)C1CC(c2ccccc2[N+](=O)[O-])=NO1 (stereo unspecified),2.0,-5.6,-19.1,-5.4,6.7,1.7,0.8,-2.8,-1.5,-1.5,4.8
O=C(COc1ccccc1[N+](=O)[O-])N/N=C/c1ccc(O)c([N+](=O)[O-])c1,-7.8,3.7,1.1,2.6,-17.9,-0.3,4.8,-1.9,-21.2,2.7,7.4
COC(=O)c1sc(C(F)(F)F)c(-c2ccccc2)c1S(=O)(=O)NC(C)(C)C,4.0,-3.0,18.5,-10.1,10.6,-2.3,-3.1,-8.9,22.1,8.4,-9.9
O=C1C(=Cc2cccs2)C(=O)c2ccccc21,19.5,8.2,-23.3,1.2,-9.6,-23.1,4.8,-6.8,23.3,0.3,-0.4
CC(=NCCc1ccccc1)C1=C(O)C(c2ccccc2)OC1=O (stereo unspecified),5.1,3.5,8.0,-4.0,5.0,7.0,-5.9,-4.1,3.5,0.1,1.6
COc1ccc(Nc2c(-c3ccc(C)cc3)nc3cnccn23)cc1,-26.2,3.3,9.0,3.7,0.2,22.4,-0.1,-2.6,19.5,-18.2,-19.4
COC(=O)c1nn(-c2ccccc2)c(=O)cc1Oc1ccccc1,-5.2,1.8,6.8,2.7,-9.4,11.3,-10.2,-10.6,-8.4,-2.0,13.6
CCN(CC)c1nc(-c2cccc(OC)c2O)nc2ccccc12,1.2,-6.9,0.0,-4.6,4.1,14.1,4.1,-1.6,10.3,9.0,2.5
CS(=O)(=O)N(CC(=O)N1CCN(Cc2ccccc2)CC1)c1ccc(F)cc1,6.1,1.9,-3.8,18.5,1.3,6.9,-5.9,0.3,-10.0,11.7,5.5
COc1ccc(CN2C(=O)C(CC(=O)NC3CCCC3)CC(C(=O)N(C(C)C)C(C)C)=C2C)cc1 (stereo unspecified),-3.0,-11.7,5.9,-6.6,-1.2,21.6,-2.4,-0.5,24.4,-1.7,-3.5
CCOc1cc2[nH]c(=O)n(CC3CCC(C(=O)NCCCOC)CC3)c(=O)c2cc1OCC (stereo unspecified),9.3,0.8,10.1,-11.0,1.4,11.8,-2.0,-2.5,-25.4,0.0,19.4
CCOc1ccc2oc(C(=O)O)c(C)c2c1,-40.2,4.1,-22.1,-11.3,8.5,-33.3,-7.9,-0.3,-6.7,-8.2,-11.2
CCCCCCCCSc1nnc(/N=C/N(C)C)s1,3.2,-3.7,-5.7,-4.9,1.0,0.6,9.9,-7.4,10.4,9.7,-10.4
CN(CC(=O)Nc1ccc2c(c1)OCCO2)S(=O)(=O)c1cccc2cccnc12,7.6,9.5,3.8,-24.9,-33.5,-1.3,-5.1,4.4,4.5,-2.9,13.1
CCOC(=O)C1=C(Cn2cnc3ccccc32)NC(=O)NC1c1ccc(OC)cc1 (stereo unspecified),-3.6,-5.1,11.6,-4.6,-3.6,16.8,-12.3,-1.3,1.5,0.9,22.0
O=C(Nc1ccc2c(c1)OCCO2)c1ccc2ccccc2n1,-24.1,6.0,-120.8,33.0,-36.7,-119.5,5.0,-5.2,-111.4,-30.5,-14.7
COCCNC(=O)C1CCCN(C(=O)c2cccnc2Oc2ccccc2)CC1 (stereo unspecified),-0.7,/,1.6,0.5,0.4,8.4,-6.7,-10.0,-7.8,/,-1.4
CC(CCc1ccccc1)NC(=O)COc1cc(F)ccc1[N+](=O)[O-] (stereo unspecified),-6.1,-9.5,-2.3,3.5,9.1,13.9,-4.0,-1.1,-17.9,-3.3,-3.9
Cc1cccc(C(=O)NCCNC(=O)c2ccco2)c1,-2.5,-5.8,-4.0,-1.4,-0.8,-15.8,-9.1,-8.2,18.9,0.0,24.7
Cn1cc([N+](=O)[O-])c(C(=O)Nc2ccc(-c3nc4ccccc4[nH]3)cc2)n1,-52.2,3.1,-57.1,9.3,-30.7,-94.0,0.0,-8.9,-41.0,-28.5,-29.0
CCOC(=O)c1sc(NC(=O)CSc2nnc(-c3ccco3)n2CC)c(C(=O)OCC)c1C,8.1,-1.1,-5.3,0.6,-3.8,11.3,4.4,-10.5,13.8,1.6,8.5
O=C(CN1C(=O)C(=O)c2ccccc21)c1ccccc1,-1.0,-5.3,3.3,-15.1,-0.8,20.1,5.2,-17.3,-4.5,0.0,-19.4
O=C(O)Cc1ccc(O)c(O)c1,3.6,-5.2,-6.5,-3.3,-12.6,-6.5,-3.5,-2.3,7.4,-9.9,7.0
COc1cccc(CN2C(=O)C(C)N(C(=O)c3ccccc3)c3ccccc32)c1 (stereo unspecified),25.4,2.2,21.6,11.7,9.8,2.3,-0.8,-8.3,29.0,13.1,53.5*
CCCCCNC(=O)c1ccc2c(=O)n(CC3CCCO3)c(=S)[nH]c2c1 (stereo unspecified),11.7,1.0,-15.7,6.2,-19.2,18.6,5.3,-3.6,9.1,7.5,9.4
CC(=O)Nc1cccc(/C(C)=N/NC(=O)c2cccc(S(=O)(=O)N3CCOCC3)c2)c1,7.1,-4.3,6.8,-16.2,-8.2,1.2,-3.5,-2.5,8.4,-1.3,-17.5
Cc1cccn2c(=O)c3cc(C(=O)NC(C)C)c(=N)n(Cc4ccncc4)c3nc12,4.0,-11.3,-2.5,4.6,-5.0,-0.8,-14.4,-29.9,4.6,-7.3,-8.4

Carrying on:
smiles,TROY signal inh,TLR9-MyD88 inh,NCOA1 inh,TRAIL sens C8,NCOA2 inhibitor,LRH-1 inv ag,NOD2-RIPK2 inh,Vif inh,SRC3 inh,EBV LMP1 NFkB,NR2F2 inh
Cc1cc(=O)oc(C)c1C(=O)NCCc1ccc(F)cc1,7.5,-0.3,-8.9,-3.8,1.0,9.8,4.8,4.2,19.2,-1.2,-5.8
CN(C)Cc1csc(NC(=O)Nc2ccccc2Oc2ccccc2)n1,17.6,/,0.5,16.8,23.8,-8.8,-1.1,-7.3,-15.1,/,-2.0
COC(=O)C(C)Oc1ccc2cc(-c3ccccc3)c(=O)oc2c1 (stereo unspecified),-28.1,0.5,-3.4,0.9,14.1,7.0,-3.5,7.6,5.3,11.2,-12.6
Cc1cc2nc(C3CCCCC3)c(Cc3ccccc3C(F)(F)F)n2c(C)c1Br,-8.6,/,/,10.1,7.1,15.8,10.4,/,/,/,14.7

Individual results from above.
Cc1cccn2c(=O)c3cc(C(=O)NC(C)C)c(=N)n(Cc4ccncc4)c3nc12 @ SRC3 inh: 4.6
CC(CCc1ccccc1)NC(=O)COc1cc(F)ccc1[N+](=O)[O-] (stereo unspecified) @ Vif inh: -1.1
